Screening results as filed in PubChem BioAssay.
ANO1 block = inhibitors of mouse TMEM16A calcium-activated chloride channel. Q8BHY3. HEK293 TMEM16A/YFP iodide influx fluorescence, ionomycin. normalized B-score (activity score, 25-100; higher = stronger inhibition) at 10 µM. actives 1.2% (n = 310,000). AID 588511;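 active = ratio plate-corrected score three or more library SD toward inhibition, starting fluorescence score within five deviations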;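 also: score derived from kinetic fluorescence span divided by baseline fluorescence per well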
RGS4 inh = inhibitors of human RGS4 | B-score at 10 µM | actives 0.45% (n = 310,000) | AID 463165 | HEK293 M3R/RGS4 inducible, Fluo-4 calcium flux; stronger effect = higher value; triggered by carbachol at its EC20 | P49798;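 active = B-score, a plate-corrected calcium signal, over three deviations above library mean, with baseline fluorescence within five deviations of library mean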;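 also: RGS4 expression induced by doxycycline in cells with stable M3 receptor; B-score is computed from the integrated fluorescence ratio over baseline after carbachol; higher B-score means a larger calcium signal and so more RGS4 inhibition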
SKKanGAS inh = blocks kanamycin growth of S. pyogenes SKKanGAS strain | inhibition, % at 7.5 µM | actives 1.3% (n = 300,000) | BacTiter-Glo, 6 h;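 active = mean replicate score, as percent of positive control median, at least 50; inconclusive = mean below 50 but one replicate at or above 50; inactive = mean and every replicate below 50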;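 also: strain carries kanamycin resistance gene driven by streptokinase promoter and grows in 40 µg/ml kanamycin; loss of luminescence reflects streptokinase promoter inhibition or plain growth inhibition; 0% = median of DMSO wells and 100% = positive control at its reference dose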
hERG protect = hERG (human) protection from proarrhythmic block | Q12809 | CHO-hERG, FluxOR thallium flux, dofetilide IC70 present | activation (rescue from dofetilide block), less the hit threshold, % at 10 µM | actives 0.51% (n = 310,000);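 active = activation above the mean of controls blocked by dofetilide plus 5 SD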;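 also: thallium influx through hERG after potassium depolarization seen as dye fluorescence rise; in these data hits start at about 4.7%; inactives centre near -7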
Target sequence (Q12809 whole entry, looked up): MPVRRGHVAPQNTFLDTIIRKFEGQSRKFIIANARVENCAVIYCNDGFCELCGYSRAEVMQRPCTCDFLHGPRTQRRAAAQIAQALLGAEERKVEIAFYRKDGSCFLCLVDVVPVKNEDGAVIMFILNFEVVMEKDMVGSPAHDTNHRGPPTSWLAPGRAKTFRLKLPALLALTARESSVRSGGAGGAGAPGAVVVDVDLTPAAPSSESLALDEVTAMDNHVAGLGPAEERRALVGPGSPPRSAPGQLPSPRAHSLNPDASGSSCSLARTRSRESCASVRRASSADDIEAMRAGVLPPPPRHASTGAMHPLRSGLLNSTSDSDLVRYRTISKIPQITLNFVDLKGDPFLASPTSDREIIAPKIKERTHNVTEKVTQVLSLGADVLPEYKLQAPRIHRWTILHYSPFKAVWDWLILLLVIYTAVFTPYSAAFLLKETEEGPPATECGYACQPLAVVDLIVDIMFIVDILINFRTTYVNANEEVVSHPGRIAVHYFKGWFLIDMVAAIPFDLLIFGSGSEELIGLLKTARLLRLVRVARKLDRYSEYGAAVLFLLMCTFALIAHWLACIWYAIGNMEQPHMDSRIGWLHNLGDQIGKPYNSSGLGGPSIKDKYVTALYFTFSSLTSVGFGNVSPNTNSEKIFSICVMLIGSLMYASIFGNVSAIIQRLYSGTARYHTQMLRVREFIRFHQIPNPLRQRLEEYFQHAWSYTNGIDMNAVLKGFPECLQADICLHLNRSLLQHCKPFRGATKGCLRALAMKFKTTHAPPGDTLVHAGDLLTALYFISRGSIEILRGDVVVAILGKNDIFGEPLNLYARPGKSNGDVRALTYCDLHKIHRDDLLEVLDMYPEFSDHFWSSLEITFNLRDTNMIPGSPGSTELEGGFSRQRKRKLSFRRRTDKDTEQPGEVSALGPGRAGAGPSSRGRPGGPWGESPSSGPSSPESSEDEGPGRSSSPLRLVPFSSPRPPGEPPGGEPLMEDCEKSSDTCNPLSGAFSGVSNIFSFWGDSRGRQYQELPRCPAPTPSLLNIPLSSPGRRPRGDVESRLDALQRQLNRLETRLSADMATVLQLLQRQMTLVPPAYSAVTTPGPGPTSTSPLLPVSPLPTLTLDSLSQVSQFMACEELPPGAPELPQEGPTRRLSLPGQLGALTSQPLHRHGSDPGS
KCNK9 block = inhibitors of human KCNK9 two-pore domain potassium channel; Q9NPC2; HEK293 KCNK9, FluxOR thallium flux fluorescence; stronger effect = lower value; B-score at 10 µM; actives 1.2% (n = 310,000); AID 488922;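 active = ratio B-score over 3 SD below the library mean, with starting fluorescence within 5 SD of its mean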;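 also: negative B-score means less thallium flux so channel inhibition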
KCNQ1 pot = human KCNQ1 channel potentiation or activation. P51787. CHO-K1 KCNQ1, thallium flux FluxOR fluorescence; stronger effect = higher value. B-score at 10 µM. actives 0.35% (n = 310,000). AID 2648;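 active = fluorescence ratio B-score, a plate-corrected score, at least three library SD, with initial intensity B-score within 5 SD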
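Schedule – 37 °C overnight plating, 90-min dark dye load, 20-min compound pretreatment · System – stable KCNQ1 CHO-K1 line · Probe or stimulus – thallium- and potassium-containing depolarizing buffer · Measured by – kinetic FluxOR fluorescence, 10 s baseline plus 110 s post-stimulus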
KCNK3 block = human KCNK3 channel inhibition, primary screen | AID 602410 | CHO-KCNK3 thallium flux, FluxOR fluorescence; stronger effect = lower value | actives 0.84% (n = 340,000) | B-score at 10 µM;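 active = B-score under library mean minus 4 SD, starting fluorescence ratio at most library mean plus 5 SD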;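 also: more negative B-score means stronger inhibition of thallium flux through KCNK3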
KCNQ1 inh = inhibitors of human KCNQ1 potassium channel; actives 1.3% (n = 310,000); B-score at 10 µM; CHO-K1 KCNQ1, FluxOR thallium flux fluorescence; stronger effect = higher value;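 active = compounds whose thallium flux B-score, printed positive for inhibition, exceeds three library SD while starting fluorescence stays within three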;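 also: channel opened by potassium depolarization with thallium stimulus after 20 min compound exposure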
RGS4 pot = RGS4 potentiation or activation; HEK293 M3R/inducible RGS4, carbachol calcium flux Fluo4; stronger effect = lower value; B-score at 10 µM; actives 0.92% (n = 310,000); AID 463111;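 active = B-score of the integrated calcium signal more than 4 SD below the library mean, with starting fluorescence not abnormally high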;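 also: negative B-score means reduced calcium response which marks RGS4 activation or potentiation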
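Test system: HEK293 cells with stable M3R and inducible RGS4; also added: carbachol at ECmax as muscarinic agonist stimulus; schedule: dye loading 30 min 37 °C, buffer rest 30 min RT; technique: kinetic calcium fluorescence imaging with Fluo4-AM dye, 2 µM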
ANO1 activ = activates or potentiates the mouse TMEM16A chloride channel; actives 0.3% (n = 340,000); HEK293 TMEM16A/YFP-H148Q/I152L, iodide quench fluorescence; stronger effect = lower value; Q8BHY3; AID 623877; B-score at 10 µM;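 active = fluorescence-ratio B-score plate-corrected deviation score at least 3 library SD below zero, with starting fluorescence score within 5 deviations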;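 also: channel opened by trigger with iodide after compound preincubation; score built on the fluorescence ratio of max minus min over baseline; more negative score means more quench and so TMEM16A activation or potentiation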
HDAC3 inh = inhibitors of human histone deacetylase 3. recombinant HDAC3, fluorogenic peptide/trypsin coupled, fluorescence. inhibition, % at 8.3 µM. AID 2718. actives 0.15% (n = 320,000); in the data active = inhibition above about 26%, passing the limit was not always enough; inconclusive = no clear call, values can overlap the other calls
An asterisk follows results filed as active; i = inactive; ? = inconclusive; · = no result given. An unsorted share of the library. Share with any hit: about 6.3%.

SMILES	ANO1 block	RGS4 inh	SKKanGAS inh	hERG protect	KCNK9 block	KCNQ1 pot	KCNK3 block	KCNQ1 inh	RGS4 pot	ANO1 activ	HDAC3 inh
Cc1cccn2c(=O)c(C=NCCO)c(NCc3ccco3)nc12	i	i	0	-7	i	i	i	i	i	i	-18
COc1ccc(/C=C/C(=O)OC2CCCN(C)C2)cc1 (stereo not given)	i	i	-11	-10	i	i	i	i	i	i	-1
CCCCC(=O)Nc1cc(C)c(NC(=O)c2ccco2)cn1	i	i	11	5.5*	i	i	i	i	i	i	12
Cc1ccccc1C(=O)c1cccn1CC(=O)O	i	i	-3	-6	i	i	i	i	i	i	10
OCCC1CN(Cc2ccncc2)CCN1C1CCCC1 (stereo not given)	i	i	4	-7	i	i	i	i	i	i	0
Cn1nc([N+](=O)[O-])nc1Oc1ccc(C(C)(C)C)cc1	i	i	-16	-9	i	i	i	i	i	i	0
CCOC(=O)c1[nH]c2ccc(OC)cc2c1NC(=O)CN1CCN(c2ccccn2)CC1	i	i	29	-2	i	i	·	i	i	·	-3
Cc1ccc(S(=O)(=O)N2CCC(=O)N(CCOCc3cccc(C(F)(F)F)c3)CC2)cc1	i	i	-8	-7	i	i	i	i	i	i	8
CC(C)(C)c1ccc(-c2nc(NCc3cccnc3)c3ccccc3n2)cc1	i	8.6*	27	-2	-9.3*	i	i	15*	i	i	19
Cc1ccc(C(=O)C(C)N(C(=O)c2ccc(Cl)cc2Cl)N2C(=O)CCCC2=O)cc1 (stereo not given)	i	i	-17	-14	i	i	i	i	i	i	-1
COC(=O)c1c(NC(=O)c2ccc(S(=O)(=O)N3CCOCC3)cc2)sc2c1CCN(C(C)C)C2	i	i	-1	-9	i	i	i	i	i	i	7
CCCCC(=O)Nc1ccc(NC(=O)c2cccs2)cn1	i	i	2	-9	i	i	i	i	i	i	12
Brc1ccc(-c2csc(NC3=NCCCCC3)n2)cc1	i	i	4	-5	i	i	i	i	i	i	-1
CCc1ccc(NC(=O)CCc2nnc3ccc(N4CCC5(CC4)OCCO5)nn23)cc1	i	i	-3	-6	i	i	i	i	i	i	15
CC(=O)c1cnc2cc(-c3cccc(Br)c3)nn2c1C	i	i	-5	-6	i	i	i	i	i	i	-4
COC(=O)c1sc(NC(=O)COc2c(C)cccc2C)nc1C	i	i	-4	-14	i	i	i	i	i	i	7
CCOc1cc(-c2nc(C)c(C(C)=O)n2O)ccc1OCC(=O)Nc1cccc(C)c1	i	i	14	-20	i	i	i	i	i	i	-4
CSC(=NCc1ccco1)NC#N	i	i	0	-8	i	i	i	i	i	i	-1
Cc1cc(Cl)ccc1N(CC(=O)NCc1ccc2c(c1)OCO2)S(C)(=O)=O	i	i	-8	-4	i	i	i	i	i	i	?
CC1(OC(=O)c2ccco2)C(=O)C=C2C=C(c3ccc(C#N)cc3)OC=C2C1=O (stereo not given)	i	i	12	-5	i	i	·	i	i	·	-4
Cc1c(C(=O)N/N=C/c2ccccc2)sc(=S)n1C	i	i	3	-1	i	i	i	i	i	i	3
COc1ccc(N/C(=C(/C(Cl)=C(Cl)Cl)[N+](=O)[O-])n2nnc3ccccc32)cc1OC	i	i	5	-11	i	i	·	i	i	·	-4
Nc1[nH]ncc1-c1ccc(F)cc1	i	i	1	-7	i	i	i	i	i	i	3
COc1cnc(SCc2c(Cl)cccc2Cl)nc1Cl	i	i	16	-11	i	i	i	i	i	i	4
S=C(NCc1ccco1)N1CCN(c2ccccn2)CC1	i	i	-9	-15	i	i	i	i	i	i	1
(list continues)
SMILES	ANO1 block	RGS4 inh	SKKanGAS inh	hERG protect	KCNK9 block	KCNQ1 pot	KCNK3 block	KCNQ1 inh	RGS4 pot	ANO1 activ	HDAC3 inh
C=CCOc1c(Br)cc(/C=C2\SC(=Nc3ccccc3)NC2=O)cc1OC	i	i	13	-5	i	i	i	i	i	i	7
Cc1ccc(C(=O)Nc2ccccc2C(=O)N2CC3(C)CC2CC(C)(C)C3)cc1 (stereo not given)	i	i	-1	-10	i	i	i	i	i	i	2
CCOC(=O)C(C(=O)Nc1ccc(C)cc1)C1CCCCC1 (stereo not given)	i	i	-1	-12	i	i	i	i	i	i	-1
CCc1nnc(NC2=NCCC2)s1	i	i	4	-5	i	i	i	i	i	i	-1
COc1cccc(NC(=O)COc2ccc(N3CC(C(=O)NCC(C)C)CC3=O)cc2)c1 (stereo not given)	i	i	2	-10	i	i	i	i	i	i	-9
N=c1c(C(=O)NCCN2CCOCC2)cc2c(=O)n3ccccc3nc2n1CCCN1CCOCC1	i	i	-2	-4	i	i	i	i	i	i	-48
CCC1(CC)C(=O)N(C)C(=O)NC1=NCc1ccccc1	i	i	3	-8	i	i	i	i	i	i	-7
CC(=O)C1=C(c2ccccc2)NC(=O)NC1c1ccc(O)c(Cl)c1 (stereo not given)	i	i	-1	-10	i	i	i	i	i	i	5
Cc1cccc(NC(=O)CN2CCCN(S(=O)(=O)c3ccc(Br)s3)CC2)c1	i	i	4	-7	-15*	i	-11*	i	i	i	2
CN(CCOc1ccccc1)CC(O)COc1ccccc1 (stereo not given)	i	i	-1	-5	i	i	i	i	i	i	-1
Cc1ccccc1NS(=O)(=O)c1cc(C(=O)NCCC2=CCCCC2)ccc1C	i	i	29	-5	i	i	i	i	i	i	9
COc1cccc2c1cc1c(=O)n(CC(=O)NCCCc3ccccc3)nc(C)n12	i	i	6	-5	i	i	i	i	i	i	-3
O=c1[nH]c2ccccc2nc1Cc1ccc(Cl)cc1	i	i	-1	-6	i	i	i	i	i	i	2
O=C(c1ccc(Cl)c(S(=O)(=O)N2CCCCCC2)c1)N1CCN(CCO)CC1	i	i	10	-6	i	i	i	i	i	i	-6
Cc1csc2nc(SCC(=O)Nc3ccccc3F)[nH]c(=O)c12	i	i	8	-6	i	i	i	i	i	i	-4
COc1ccc(CN2CCN(C(=O)c3ccc4nc(N5CCOCC5)sc4c3)CC2)c(OC)c1OC	i	i	-11	-11	i	i	i	i	i	i	1
O=C1NN(c2ccccc2)C(=O)/C1=C/c1coc2ccccc2c1=O	i	i	-8	-5	i	i	i	i	i	i	4
CCOc1ccc(/C=N/NC(=O)c2ccc(Cn3cc(Br)cn3)o2)cc1	i	i	-3	-5	i	i	i	i	i	i	8
COc1ccc(-c2cc(C(=O)N3CCN(c4ccccn4)CC3)c3ccccc3n2)cc1	i	i	17	-40	i	i	i	i	i	i	-3
Cc1cc(N)n2ncc(-c3ccc(F)cc3)c2n1	i	i	-20	-6	i	i	i	i	i	i	0
CCOc1ccc2nc(SCC(=O)c3ccc(C)s3)sc2c1	i	i	-2	-3	i	i	i	i	i	i	-4
CNc1c(NS(=O)(=O)c2ccc(C3CCCCC3)cc2)c(=O)oc2ccccc12	i	i	0	-8	i	i	-9.4*	i	i	i	4
CNC(=S)N/N=C/c1cc(C)n(-c2ccc(Cl)c(Cl)c2)c1C	i	i	11	-4	i	i	i	i	i	i	-5
CN(C(=O)CCc1ccccc1)c1nnc(-c2ccncc2)s1	i	i	-1	3	i	i	i	i	i	i	2
Cc1ccc2cc(CN(Cc3ccccc3)Cc3nnnn3C3CCCC3)c(=O)[nH]c2c1	i	i	3	-6	i	i	-10*	i	i	i	14

Single values from the results shown:
HDAC3 inh result of Cc1ccccc1NS(=O)(=O)c1cc(C(=O)NCCC2=CCCCC2)ccc1C = 9
KCNK9 block result of Cc1cccc(NC(=O)CN2CCCN(S(=O)(=O)c3ccc(Br)s3)CC2)c1 = -15*
hERG protect result of O=C1NN(c2ccccc2)C(=O)/C1=C/c1coc2ccccc2c1=O = -5
SKKanGAS inh result of O=C(c1ccc(Cl)c(S(=O)(=O)N2CCCCCC2)c1)N1CCN(CCO)CC1 = 10
hERG protect result of CCOc1ccc2nc(SCC(=O)c3ccc(C)s3)sc2c1 = -3

The main list resumes; the two compounds before the break are reprinted first.
SMILES	ANO1 block	RGS4 inh	SKKanGAS inh	hERG protect	KCNK9 block	KCNQ1 pot	KCNK3 block	KCNQ1 inh	RGS4 pot	ANO1 activ	HDAC3 inh
CN(C(=O)CCc1ccccc1)c1nnc(-c2ccncc2)s1	i	i	-1	3	i	i	i	i	i	i	2
Cc1ccc2cc(CN(Cc3ccccc3)Cc3nnnn3C3CCCC3)c(=O)[nH]c2c1	i	i	3	-6	i	i	-10*	i	i	i	14
COc1ccc(CCNC(=O)c2ccnc(C(C)(C)C)c2)cc1OC	i	i	3	-8	i	i	i	i	i	i	-8
CCn1c(=S)[nH]c2cc(C(=O)OC)ccc2c1=O	i	i	-13	-12	i	i	i	i	i	i	3
COc1ccc(NS(=O)(=O)c2ccc3c(c2)Cc2ccccc2-3)cn1	25*	i	-1	-10	i	i	i	i	i	i	-2
O=S(=O)(c1cccc(C(F)(F)F)c1)N1CCC(c2nc3ccccc3[nH]2)CC1	i	i	8	-5	i	i	i	i	i	i	4
O=C(NCc1ccco1)c1ccc2ccccc2c1	i	i	-8	-4	i	i	i	i	i	i	-1
COC(=O)COc1ccsc1C(=O)OC	i	i	5	-10	i	i	i	i	i	i	-10
Cc1cc(O)c(C(=O)/C=C/c2ccccc2Br)c(=O)o1	i	i	33	-18	i	i	i	i	i	i	-10
N#CC[C@H](Cc1ccccc1)N1CCN(Cc2ccccc2)CCC1=O	i	i	0	-6	i	i	i	i	i	i	-1
O=C(CN1CCN(Cc2ccc3c(c2)OCO3)CC1)Nc1ccc(N2CCOCC2)cc1	i	i	-4	-8	i	i	i	i	i	i	-3
c1ccc(CN2CCN(C(c3ccccc3)c3nnnn3Cc3ccccc3)CC2)cc1 (stereo not given)	i	i	-3	-10	i	i	i	i	i	i	11
COc1cc(C(C[N+](=O)[O-])c2c(C)[nH]c3ccccc23)ccc1O (stereo not given)	i	i	8	-14	i	i	i	i	i	i	12
CN(c1ccc(C(=O)N2CCCCC2)cc1)S(=O)(=O)c1ccccc1	i	i	1	-5	i	i	i	i	i	i	7
COC(=O)/C=C1\SC(=NC(=O)c2cccc(Cl)c2)NC1=O	i	i	4	-18	i	i	i	i	i	i	·
COc1cc2cc(C(=O)N(C)Cc3ccccc3)[nH]c2cc1OC	i	i	0	-9	i	i	i	i	i	i	2
Cc1ccc(C)c(N/C(N)=N/c2nc(C)cc(C)n2)c1	i	i	-15	-4	i	i	i	i	i	i	-4
